Screening results deposited in PubChem by Fisher Drug Discovery Resource Center.
mcGAS lum = cyclic GMP-AMP synthase inhibitors, mouse, primary biochemical chemiluminescence | 0.15% of 160,000 active | recombinant cGAS, Kinase-Glo ATP depletion luminescence | inhibition, % at 12.5 µM | AID 1259399, 2018 | Q8C6L5;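 further: 0% = negative control wells and 100% = reference inhibitor with no enzyme activity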
NPYLR7 agonist = agonists of mosquito NPYLR7 receptor, primary screen, cell-based, Aedes aegypti, calcium fluorescence, mosquito biting behavior | AID 1259423, 2018 | Aedes aegypti neuropeptide Y-like receptor 7 (NPYLR7) | HEK293T NPYLR7/Galpha15, GCaMP6s calcium fluorescence | 0.15% of 270,000 active | activation, % at 10 µM; in the data active means activation above about 40%;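 further: 0% = vehicle and 100% = reference agonist at the receptor; some compounds past the cut are filed as inactive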
hcGAS inh = Primary biochemical luminescence assay for human cyclic GMP-AMP synthase inhibitors; recombinant h-cGAS, ATP depletion, Kinase-Glo luminescence; inhibition, % at 12.5 µM; 0.081% of 290,000 active;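 further: 0% = vehicle reaction and 100% = reaction without DNA for no activity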
Target sequence (Q8N884 whole entry, looked up): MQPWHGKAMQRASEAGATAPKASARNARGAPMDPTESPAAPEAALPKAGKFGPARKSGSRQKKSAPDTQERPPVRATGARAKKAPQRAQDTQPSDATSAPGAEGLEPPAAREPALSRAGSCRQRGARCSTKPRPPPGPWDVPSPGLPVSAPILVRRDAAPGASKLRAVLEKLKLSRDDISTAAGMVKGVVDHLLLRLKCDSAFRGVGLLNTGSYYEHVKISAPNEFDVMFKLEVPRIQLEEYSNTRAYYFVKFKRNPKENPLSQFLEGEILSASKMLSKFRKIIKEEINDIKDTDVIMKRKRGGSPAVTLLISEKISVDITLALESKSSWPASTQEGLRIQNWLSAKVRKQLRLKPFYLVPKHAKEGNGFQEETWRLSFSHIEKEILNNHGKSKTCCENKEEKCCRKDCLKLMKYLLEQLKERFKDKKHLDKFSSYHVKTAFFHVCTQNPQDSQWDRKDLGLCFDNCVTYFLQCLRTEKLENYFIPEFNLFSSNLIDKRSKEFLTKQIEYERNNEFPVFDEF
* hit, by the source's call. Unless noted, no stated cut-off is given here; in the data, active means inhibition above about 40%; inactive means the rest. This is a random part of the collection; any-hit rate near 0.29%.

How did CCc1nc(Cn2ccnc2-c2ccc(OC)c3ccccc23)no1 do in these assays?
mcGAS lum: -3; NPYLR7 agonist: -5; hcGAS inh: -1

Results for COc1ccc(CCC(=O)N(C)CCN2CCOCC2)cc1OC ?
NPYLR7 agonist: 5; hcGAS inh: -3

How did O=C(Nc1ccc(F)cc1)C1Cc2cc(C(F)(F)F)ccc2N2CCN(c3ncccn3)CC12 (centres undefined) do in these assays?
mcGAS lum: -6; hcGAS inh: -9

Results for CCCCCCNC(=O)c1csc(CSc2nnc(-c3ccncc3)n2-c2cccc(Cl)c2)n1 ?
mcGAS lum: -5; NPYLR7 agonist: 10; hcGAS inh: -1

How did CN(Cc1ccccc1)C(=O)C(C1CCCC1)N1CCN(C(=O)C2CC2)CC1 (centres undefined) do in these assays?
mcGAS lum: -3; NPYLR7 agonist: -8; hcGAS inh: -1

Results for COc1ccc(CCc2nnc(CCC(=O)NCc3cc(C(C)C)no3)o2)cc1 ?
mcGAS lum: -4; NPYLR7 agonist: 7; hcGAS inh: -2

Results for COC(=O)[C@@H]1C[C@@H](NC(=O)c2cc3cc(Cl)ccc3oc2=O)CN1C ?
NPYLR7 agonist: 14; hcGAS inh: -3

Results for COc1ccc(C2NC(=O)NC(C)=C2C(=O)OCC(F)(F)C(F)(F)F)cc1 (centres undefined) ?
mcGAS lum: 2; NPYLR7 agonist: -2; hcGAS inh: 2

What do the screens show for `CCCN(Cc1nnc(Cc2ccccc2)o1)C1CCS(=O)(=O)C1` (centres undefined)?
NPYLR7 agonist: 12; hcGAS inh: -10

Results for CCOc1ccc(NC(=O)N2CCCN(c3nc(Cc4ccccc4)nc4c3c(C)nn4-c3ccccc3)CC2)cc1 ?
mcGAS lum: -4; NPYLR7 agonist: 0; hcGAS inh: -5

How did O=C(CCn1nc(-c2cccs2)oc1=O)Nc1cccc(F)c1 do in these assays?
mcGAS lum: -6; NPYLR7 agonist: -4; hcGAS inh: -3

Results for N#Cc1ccc(S(=O)(=O)N2CCN(c3nccc(-c4ccc(Oc5ccccc5)cc4)n3)CC2)cc1 ?
mcGAS lum: 1; NPYLR7 agonist: -5; hcGAS inh: -2

How did CC1(C(=O)NS(=O)(=O)c2cccc(F)c2)CCN1C(=O)COc1ccc(Cl)cc1 (centres undefined) do in these assays?
NPYLR7 agonist: 3; hcGAS inh: -6

How did CC1c2cccn2CCN1S(=O)(=O)c1ccc(S(=O)(=O)N(C)C)cc1 (centres undefined) do in these assays?
NPYLR7 agonist: 4; hcGAS inh: -3

Results for Cc1noc(C)c1N(C)CCCS(C)(=O)=O ?
NPYLR7 agonist: -2; hcGAS inh: -19

How did CN(CCCN1c2ccccc2CCc2ccccc21)CC(=O)c1ccc(Cl)cc1 do in these assays?
NPYLR7 agonist: -11; hcGAS inh: -4

Results for O=C(NNC(=O)C1(O)CCCCC1)c1ccc(Br)cc1 ?
NPYLR7 agonist: -2; hcGAS inh: -7

How did CCOC(=O)c1ccc(N2C(=O)CC(NCc3ccc(S(N)(=O)=O)cc3)C2=O)cc1 (centres undefined) do in these assays?
mcGAS lum: -6; NPYLR7 agonist: 3; hcGAS inh: -1

What do the screens show for `Cc1cc(C)n(C(=O)c2cc3ccccc3oc2=O)n1`?
NPYLR7 agonist: 6; hcGAS inh: 0

What do the screens show for `CC(C)N(Cc1nc(-c2ccc(C(F)(F)F)cc2)no1)Cc1nccn1C`?
mcGAS lum: -6; NPYLR7 agonist: 7; hcGAS inh: -1

How did N#Cc1ccccc1N1CCCN(S(=O)(=O)c2c(F)cccc2F)CC1 do in these assays?
NPYLR7 agonist: 11; hcGAS inh: -8

Results for Cc1ccc(S(=O)(=O)N(CC(N)=O)C2CCCC2)s1 ?
NPYLR7 agonist: 7; hcGAS inh: -4

How did Cc1cc2ncn(-c3ccc(=O)[nH]c3)c2cc1C do in these assays?
mcGAS lum: -11; NPYLR7 agonist: 10; hcGAS inh: -4

How did COc1ccc(-n2nnnc2CN2CCN(C(=O)c3cc(C)on3)CC2)cc1 do in these assays?
mcGAS lum: -7; NPYLR7 agonist: 0; hcGAS inh: -7

Next section, starting with the last four of the part before.
How did N#Cc1ccccc1N1CCCN(S(=O)(=O)c2c(F)cccc2F)CC1 do in these assays?
NPYLR7 agonist: 11; hcGAS inh: -8

Results for Cc1ccc(S(=O)(=O)N(CC(N)=O)C2CCCC2)s1 ?
NPYLR7 agonist: 7; hcGAS inh: -4

How did Cc1cc2ncn(-c3ccc(=O)[nH]c3)c2cc1C do in these assays?
mcGAS lum: -11; NPYLR7 agonist: 10; hcGAS inh: -4

How did COc1ccc(-n2nnnc2CN2CCN(C(=O)c3cc(C)on3)CC2)cc1 do in these assays?
mcGAS lum: -7; NPYLR7 agonist: 0; hcGAS inh: -7

How did Cc1cc(F)ccc1-n1cc(O)c(C(=O)NCCc2cscn2)n1 do in these assays?
NPYLR7 agonist: 1; hcGAS inh: 4

How did COc1coc(C(=O)Nc2ccc(C(C)C)cc2)cc1=O do in these assays?
NPYLR7 agonist: 13; hcGAS inh: -11

How did COc1ccc(Cl)cc1C(=O)N(CC1CCCO1)c1nc2c(F)cccc2s1 (centres undefined) do in these assays?
mcGAS lum: -5; NPYLR7 agonist: 3; hcGAS inh: 1

How did COCCNCc1nc(NCCOC)c2c(C)c(C)sc2n1 do in these assays?
mcGAS lum: -5; NPYLR7 agonist: 2; hcGAS inh: -2

What do the screens show for `NC(=O)C1Cc2ccccc2CN1C(=O)CCc1ncc(-c2ccccc2F)o1` (centres undefined)?
NPYLR7 agonist: 2; hcGAS inh: -8

Results for O=C(NC1CCN(Cc2ccccc2)C1)c1cn(CCC2CCCCC2)nn1 (centres undefined) ?
mcGAS lum: -12; NPYLR7 agonist: 10; hcGAS inh: -10

What do the screens show for `CC1=C(C(=O)OC(C)C)C(c2coc3ccccc3c2=O)C2=C(CC(C)(C)CC2=O)N1` (centres undefined)?
mcGAS lum: 1; NPYLR7 agonist: -12; hcGAS inh: 2

How did COCCNC(=O)c1c(O)nc2c(C)cccn2c1=O do in these assays?
mcGAS lum: -8; NPYLR7 agonist: -2; hcGAS inh: -9

How did CC(C)CCc1noc(CN2CCN(C/C=C/c3ccccc3)CC2)n1 do in these assays?
NPYLR7 agonist: 19; hcGAS inh: -4

How did COc1cccc2c1OC1(C)CC2C(S(=O)(=O)c2ccc(C(C)C)cc2)C(=O)N1 (centres undefined) do in these assays?
mcGAS lum: -1; NPYLR7 agonist: 0; hcGAS inh: -6

Results for O=[N+]([O-])c1ccc(/C=N\Nc2nc(-c3ccccc3)c3cc(Br)ccc3n2)o1 ?
mcGAS lum: -7; NPYLR7 agonist: 0; hcGAS inh: 12

What do the screens show for `Cc1ccc(C)c(OCc2cc(C(=O)NCCc3nc(C)c4c(n3)CCC4)no2)c1`?
mcGAS lum: -7; hcGAS inh: -4

How did CCc1cccc(CC)c1NC(=O)Cn1c(=O)ccc2ccccc21 do in these assays?
NPYLR7 agonist: 4; hcGAS inh: -6

What do the screens show for `O=C(CC1(c2ccccc2Cl)CC(=O)N(C2CCCC2)C1=O)N1CCCCCC1` (centres undefined)?
mcGAS lum: -10; NPYLR7 agonist: 17; hcGAS inh: -8

What do the screens show for `CCS(=O)(=O)Oc1cccc(CN(Cc2ccco2)C(=O)Nc2ccc(OC)cc2)c1`?
mcGAS lum: 1; NPYLR7 agonist: -6; hcGAS inh: 0

What do the screens show for `CCN1CCCC1CNC(=O)CCc1ccc(-c2ccc(C)cc2C)n1-c1ccc(CC#N)cc1` (centres undefined)?
mcGAS lum: -8; NPYLR7 agonist: -2; hcGAS inh: -1

How did CCCCN(C)c1c(CC)nc2ccc(C(=O)NCCN3CCNC3=O)cn12 do in these assays?
mcGAS lum: 3; NPYLR7 agonist: -12; hcGAS inh: 3

What do the screens show for `C#CCOc1ccc(C2CC(=O)Nc3c2c(C)nn3-c2ccc3nnc(C)n3n2)cc1` (centres undefined)?
NPYLR7 agonist: 0; hcGAS inh: -6

Results for O=C1NCCN(Cc2ccc(F)cc2)C1CC(=O)N1CCC(OCc2ccccc2)CC1 (centres undefined) ?
mcGAS lum: -16; NPYLR7 agonist: 17; hcGAS inh: -7

How did Cc1csc(NC(=O)C2(c3ccccc3F)CCCC2)n1 do in these assays?
NPYLR7 agonist: -10; hcGAS inh: -1

What do the screens show for `CN1CCCCCC1C(=O)N1CCC(N2CCC(C(=O)NCc3ccccn3)CC2)CC1` (centres undefined)?
NPYLR7 agonist: 0; hcGAS inh: -8

What do the screens show for `O=C(NCc1ccco1)C(C1CCCC1)N1CCN(C(=O)c2cccc([N+](=O)[O-])c2)CC1` (centres undefined)?
NPYLR7 agonist: -3; hcGAS inh: 3

What do the screens show for `COc1ccccc1CNC(=O)CSc1ccc(NC(C)=O)nn1`?
NPYLR7 agonist: 11; hcGAS inh: 0

What do the screens show for `CN(Cc1cnn(C)c1)C(=O)Nc1ccc(C(C)(C)C(N)=O)cc1`?
NPYLR7 agonist: -4; hcGAS inh: -11

Results for O=C1c2ccccc2S(=O)(=O)N1Cc1cc(Cl)c2c(c1)OCO2 ?
NPYLR7 agonist: 5; hcGAS inh: -4

Results for c1c[nH]c(CN2CCCn3nc(CN4CCN5CCCCC5C4)cc3C2)n1 (centres undefined) ?
mcGAS lum: 0; hcGAS inh: 4

How did N#CCCN1CCN(C(=S)c2ccc(-c3ccccc3Cl)o2)CC1 do in these assays?
NPYLR7 agonist: 5; hcGAS inh: 0

Results for CC(=O)N(C)c1ccccc1NCc1csc(C(C)C)n1 ?
NPYLR7 agonist: -21; hcGAS inh: -4

What do the screens show for `CCOC(=O)C1C(c2cc(OC)c(OC)c(OC)c2)NC(=O)N(C)C1(O)C(F)(F)F` (centres undefined)?
NPYLR7 agonist: 6; hcGAS inh: -3

How did C#CCn1c(O)c(N=NC(=O)CNC(=O)c2cccs2)c2ccccc21 do in these assays?
mcGAS lum: -3; NPYLR7 agonist: -4; hcGAS inh: -1

What do the screens show for `CC(NC(=O)Cn1nnn(-c2ccccc2Cl)c1=O)c1ccc(Br)cc1` (centres undefined)?
mcGAS lum: -7; NPYLR7 agonist: 0; hcGAS inh: -7

How did C=CCN1CCN(c2nc3c(c(=O)[nH]c(=O)n3C)n2CCCc2ccccc2)CC1 do in these assays?
mcGAS lum: -6; NPYLR7 agonist: -3; hcGAS inh: -5

Results for C=C1C(=O)O[C@@H]2[C@H]3O[C@]3(C)CCC=C(C)CC[C@@H]12 ?
mcGAS lum: 4; NPYLR7 agonist: 3; hcGAS inh: -4

What do the screens show for `COc1ccc(OC)c(C2C(=C(O)c3ccccc3)C(=O)C(=O)N2CCCn2ccnc2)c1` (centres undefined)?
mcGAS lum: -8; NPYLR7 agonist: 4; hcGAS inh: -8

What do the screens show for `O=C(O)c1cccc(Nc2c(Oc3cccc(Cl)c3)cnn(-c3ccccc3)c2=O)c1`?
mcGAS lum: 1; NPYLR7 agonist: -4; hcGAS inh: 2

What do the screens show for `CCCNc1ncnc2c1nnn2C`?
NPYLR7 agonist: 13; hcGAS inh: -7

3 compounds picked at random from the list so far:
Results for c1c[nH]c(CN2CCCn3nc(CN4CCN5CCCCC5C4)cc3C2)n1 (centres undefined) ?
mcGAS lum: 0; hcGAS inh: 4

What do the screens show for `COc1ccc(OC)c(C2C(=C(O)c3ccccc3)C(=O)C(=O)N2CCCn2ccnc2)c1` (centres undefined)?
mcGAS lum: -8; NPYLR7 agonist: 4; hcGAS inh: -8

How did N#CCCN1CCN(C(=S)c2ccc(-c3ccccc3Cl)o2)CC1 do in these assays?
NPYLR7 agonist: 5; hcGAS inh: 0

More records follow.
Results for CC(C)COP(C)(=O)CCC#N (centres undefined) ?
NPYLR7 agonist: 2; hcGAS inh: -7

What do the screens show for `C=CCOC(=O)c1sc2nc(-c3ccccc3)ccc2c1N`?
NPYLR7 agonist: -3; hcGAS inh: -11

How did O=C(CCC1CCN(C2CCc3ccccc3C2)CC1)N1CCN(c2ccccc2)CC1 (centres undefined) do in these assays?
mcGAS lum: -1; NPYLR7 agonist: 4; hcGAS inh: 5

Results for Cc1n[nH]c(C)c1S(=O)(=O)Nc1cccc(-n2cnnn2)c1C ?
NPYLR7 agonist: 5; hcGAS inh: -9

What do the screens show for `Nc1ccnn1Cc1ccc(SC(F)(F)F)cc1`?
NPYLR7 agonist: -5; hcGAS inh: 7

How did O=C(NCc1ccncc1)c1csc(COc2ccc([N+](=O)[O-])cc2)n1 do in these assays?
mcGAS lum: -9; NPYLR7 agonist: 5; hcGAS inh: -7

Results for CCOc1ccccc1-c1nc(Cn2nnc(C(=O)Nc3ccccc3OC)c2C)c(C)o1 ?
mcGAS lum: -8; NPYLR7 agonist: 10; hcGAS inh: -8

What do the screens show for `COCCN1CC(NC2CCC3(CCNCC3)CC2)CC1=O` (centres undefined)?
NPYLR7 agonist: 5; hcGAS inh: -7

How did CCC1CN(Cc2c(O)ccc3oc4c(c23)CCCC4)CCO1 (centres undefined) do in these assays?
mcGAS lum: -6; NPYLR7 agonist: -2; hcGAS inh: -6

How did Cn1cnc2c1c(=O)n(CC(=O)N1CCN(C(=O)c3cccs3)CC1)c(=O)n2C do in these assays?
NPYLR7 agonist: 6; hcGAS inh: -3

Results for O=C(c1ccc[nH]1)N1C[C@@H]2CN(C(=O)C3CC3)C[C@]2(C(=O)O)C1 ?
NPYLR7 agonist: 2; hcGAS inh: 11

What do the screens show for `CC(C)OC(=NCCN(C)C)NC(=O)c1cccs1`?
mcGAS lum: -6; NPYLR7 agonist: 17; hcGAS inh: -5

Results for Cc1nc(C)c(C(=O)N2Cc3cnc(CC(C)C)nc3C2)s1 ?
NPYLR7 agonist: -1; hcGAS inh: 0
